# Screening data: PubChem BioAssay, National Center for Advancing Translational Sciences (NCATS)
# TRHR agonist: qHTS for Small Molecule Agonists and Allosteric Enhancers of Human TRH Receptor: Primary Screen for Agonists; Thyrotropin-releasing hormone receptor (Homo sapiens), P34981; TRHR cells, calcium flux fluo-8, FDSS agonist mode; activation, % at 2 µM; 360,000 tested, 0.18% active; in the data active = activation above about 30%; note: 0% is about no effect
# Target sequence (P34981 whole entry, looked up): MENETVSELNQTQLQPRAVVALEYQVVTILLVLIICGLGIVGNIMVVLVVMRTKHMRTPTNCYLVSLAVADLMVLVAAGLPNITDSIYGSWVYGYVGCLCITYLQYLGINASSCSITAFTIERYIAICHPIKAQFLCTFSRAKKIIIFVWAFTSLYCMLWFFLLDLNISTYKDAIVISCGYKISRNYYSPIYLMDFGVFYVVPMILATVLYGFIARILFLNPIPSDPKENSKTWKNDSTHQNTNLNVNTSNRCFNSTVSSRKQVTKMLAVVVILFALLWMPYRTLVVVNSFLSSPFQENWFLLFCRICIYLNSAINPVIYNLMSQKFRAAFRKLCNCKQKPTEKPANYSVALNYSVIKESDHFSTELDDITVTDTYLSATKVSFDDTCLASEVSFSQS
#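 Agonist-mode FDSS calcium read (Ex 480/Em 530, 1 s cycles) in 1536-well TRHR cells with fluo-8 dye, after 10-cycle baseline and 23 nL compound addition; TRH at EC20 (10 nM final) added afterwards for the enhancer phase.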
# D2 PAM: HTS Assay for Positive Allosteric Modulators of the Human D2 Dopamine Receptor: Primary Screen for Potentiators; D(2) dopamine receptor (Homo sapiens), P14416; HEK293 T-REx D2, calcium flux, EC20 dopamine potentiation; potentiation, % at 10 µM; 340,000 tested, 0.34% active;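 active = potentiation over 3 SD above the plate norm, cut at about 30% in these data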; note: 0% is about no effect
#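 Calcium flux readout, no-wash dye, 1 read/s. Inducible HEK293 Trex D2 line, overnight 30 C. Compound alone 180 s (agonist flags), then EC20 dopamine, another 180 s to score potentiation.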
# D1 potentiator: Potentiators of Human D1 Dopamine Receptor: qHTS; HEK293 TREx D1 cells, calcium flux, dopamine EC20 potentiation; 360,000 tested, 0.036% active; D(1A) dopamine receptor (Homo sapiens), P21728; potentiation, % at 10 µM; in the data active = potentiation above about 30%; note: 0% is about no effect
# Target sequence (P21728 whole entry, looked up): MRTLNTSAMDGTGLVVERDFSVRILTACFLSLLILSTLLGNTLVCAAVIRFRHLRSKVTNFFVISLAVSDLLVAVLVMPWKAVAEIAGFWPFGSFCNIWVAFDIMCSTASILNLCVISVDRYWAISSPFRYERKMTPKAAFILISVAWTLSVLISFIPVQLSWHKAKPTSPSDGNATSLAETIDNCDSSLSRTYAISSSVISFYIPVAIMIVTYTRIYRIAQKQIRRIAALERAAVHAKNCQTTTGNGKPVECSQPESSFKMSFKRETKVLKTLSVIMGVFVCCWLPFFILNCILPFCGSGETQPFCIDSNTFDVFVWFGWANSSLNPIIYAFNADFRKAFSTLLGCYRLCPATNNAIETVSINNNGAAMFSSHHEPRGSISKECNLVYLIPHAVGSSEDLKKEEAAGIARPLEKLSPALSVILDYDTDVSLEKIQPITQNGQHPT
# RXFP1 antagonist: qHTS Assay for Antagonists of the Relaxin Receptor RXFP1. Relaxin receptor 1 (Homo sapiens), Q9HBX9. HEK293-RXFP1, relaxin-stimulated cAMP HTRF, 30 min; stronger effect = lower value. activity change, negative = inhibition, % at 57.5 µM. 350,000 tested, 0.59% active;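 active = activity change of -60% or lower, but not beyond a set lower limit; inconclusive = change between -60% and -40%, or beyond the set limit; inactive = change above -40%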; note: % is set by controls: 0 for no effect and ±100 for the full control effect
# D1 ag: Allosteric Agonists of the Human D1 Dopamine Receptor: qHTS; D(1A) dopamine receptor (Homo sapiens), P21728; HEK293 T-REx D1 cells, calcium flux, agonist mode; activation, % at 2 µM; 360,000 tested, 1% active; AID 504660, 2011; in the data active = activation above about 30%; note: 0% is about no effect
#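 Agonism was scored from calcium flux recorded over 180 s (1 read/s) after pintool compound addition, following a 10-cycle baseline. Cells were inducible force-coupled HEK293 TREx D1, plated overnight at 30 C and loaded with no-wash calcium dye.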
# RXFP1 ag: qHTS Assay for Agonists of the Relaxin Receptor RXFP1; HEK293T-RXFP1 cAMP TR-FRET, 30 min; response scale: percent of porcine relaxin response, buffer zero; Potency, µM (series often up to 57.5 µM), without a hit: top-dose activation, usual class: activators; 370,000 tested, 0.3% active; AID 2676, 2010; note: potency is the fitted concentration of half-maximal effect; % is set by controls: 0 for no effect and ±100 for the full control effect; nearly all actives have a fitted effect of over 60% in size; many of its hits are not listed in these tables
#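 HEK293 cells stably expressing RXFP1, treated 30 min at 37C with compounds plus PDE4 inhibitor Ro 20174; cAMP measured by HTRF TR-FRET. Normalized to buffer and 29 nM porcine relaxin; EC50 by Hill fit.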
# Anesthetic bind: qHTS Assay for Identification of Novel General Anesthetics. Ferritin light chain (Equus caballus), P02791. apoferritin/1-aminoanthracene competitive binding, fluorescence. Potency, µM (doses to about 77.5 µM), without a hit: at the highest dose activity change, negative = displacement, usual class: inhibitors. 350,000 tested, 0.074% active. AID 485281, 2010; note: potency is the fitted concentration of half-maximal effect; % is set by controls: 0 for no effect and ±100 for the full control effect; nearly all actives have a fitted effect of over 20% in size
# Target sequence (P02791 2-175 limits assumed): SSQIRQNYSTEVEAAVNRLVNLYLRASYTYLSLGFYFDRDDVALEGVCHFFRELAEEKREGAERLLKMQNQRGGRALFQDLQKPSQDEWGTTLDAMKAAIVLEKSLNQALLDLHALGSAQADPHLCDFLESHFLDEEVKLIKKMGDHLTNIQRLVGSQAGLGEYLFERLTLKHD
#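 Concentration-response curves derived by four-parameter Hill fitting of normalized fluorescence, where compounds displaced 1-AMA from 10 uM horse apoferritin following a brief 10 min room-temperature incubation; propofol titration acted as positive control.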
# D1 antag: Antagonist of Human D 1 Dopamine Receptor: qHTS; D(1A) dopamine receptor (Homo sapiens), P21728; HEK293 TREx D1 cells, calcium flux, dopamine EC80; stronger effect = lower value; activity change, negative = inhibition, % at 10 µM; 360,000 tested, 3.2% active; AID 504652, 2011; in the data active = activity change below about -30%; note: % is set by controls: 0 for no effect and ±100 for the full control effect
#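 HEK293 T-REx cells expressing inducible, force-coupled D1 receptor; no-wash Ca dye, 30–90 min RT. Cmpd → 180 s read at 1 Hz → EC80 DA → 180 s read.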
# TRHR PAM: qHTS for Small Molecule Agonists and Allosteric Enhancers of Human TRH Receptor: Primary Screen for Enhancers; TRHR cells, fluo-8 calcium fluorescence, EC20 TRH enhancement; enhancement, % at 2 µM; 360,000 tested, 0.66% active; AID 493056, 2011; in the data active = enhancement above about 30%; note: 0% is about no effect
#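 TRHR-expressing cells loaded with fluo-8 calcium dye were read kinetically (ex 480/em 530) during compound addition, then stimulated with an EC20 of TRH (10 nM final). Enhancement of the Gq-mediated intracellular calcium response was scored.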
# * = called active by the depositor; ? = inconclusive; / = no result given; & = joins results of further samples; [ ] = another dose, or the depositor's remark. Unless noted, calls come from the whole dose curve; as a rule, active = well fitted curve in the direction sought with a large enough effect; inconclusive = small, poorly fitted or top-dose-only effect, or another doubt; inactive = no such curve, though single readings can be large; an effect the other way counts as inactive or inconclusive.
# Start of the data: the first 9 records, ahead of the listing:
SMILES,TRHR agonist,D2 PAM,D1 potentiator,RXFP1 antagonist,D1 ag,RXFP1 ag,Anesthetic bind,D1 antag,TRHR PAM
COC(=O)c1ccc(Cl)c(NC(=O)CN(c2ccc3c(c2)OCO3)S(C)(=O)=O)c1,0.7,4,-3,-15,4,0.5%,-6%,6,-3
Cc1ccc2oc(=O)n(CCCOc3ccccc3Cl)c2c1,1.4,3,-1,?,9,0.1%,53%[activator],1,-6
C=CCn1c(SCC(=O)NCC2CCCO2)nc2scc(-c3ccco3)c2c1=O (stereo not drawn),0.1,-3,2,10,-2,4.2%,-6%,-9,5
O=C(/C=C/c1ccc2c(c1)OCO2)c1ccc(F)cc1,0.2,12,-5,/,-2,1.3%,-4%,-11,-13
CCOc1ccc(C(=O)COC(=O)c2cc([N+](=O)[O-])ccc2N2CCOCC2)cc1,0.1,-4,-4,5,3,3.3%,/,-6,5
COC(=O)C(CCSC)NC(=O)C(NC(=O)C1CCC(C)CC1)C(C)C (stereo not drawn),4.2,-5,-5,-13,1,3.5%,3%,-7,-7
O=C(C1CCCN1S(=O)(=O)c1cccc2nsnc12)N1CCN(c2ccccc2)CC1 (stereo not drawn),0.6,4,-1,-11,7,-0.5%,-13%,-15,6
CCCC(=O)Nc1ccc2nc(SCC(=O)N3CCOCC3)sc2c1,-0.2,-7,0,-12,0,2.8%,-6%,4,23
COc1ccc(C2=NN(C(C#N)c3ccc(OC)cc3)C(c3ccccc3)C2)cc1 (stereo not drawn),0.5,-10,-1,/,3,1.6%,3%,6,-2

# The whole of this part (from the top)
SMILES,TRHR agonist,D2 PAM,D1 potentiator,RXFP1 antagonist,D1 ag,RXFP1 ag,Anesthetic bind,D1 antag,TRHR PAM
COC(=O)c1ccc(Cl)c(NC(=O)CN(c2ccc3c(c2)OCO3)S(C)(=O)=O)c1,0.7,4,-3,-15,4,0.5%,-6%,6,-3
Cc1ccc2oc(=O)n(CCCOc3ccccc3Cl)c2c1,1.4,3,-1,?,9,0.1%,53%[activator],1,-6
C=CCn1c(SCC(=O)NCC2CCCO2)nc2scc(-c3ccco3)c2c1=O (stereo not drawn),0.1,-3,2,10,-2,4.2%,-6%,-9,5
O=C(/C=C/c1ccc2c(c1)OCO2)c1ccc(F)cc1,0.2,12,-5,/,-2,1.3%,-4%,-11,-13
CCOc1ccc(C(=O)COC(=O)c2cc([N+](=O)[O-])ccc2N2CCOCC2)cc1,0.1,-4,-4,5,3,3.3%,/,-6,5
COC(=O)C(CCSC)NC(=O)C(NC(=O)C1CCC(C)CC1)C(C)C (stereo not drawn),4.2,-5,-5,-13,1,3.5%,3%,-7,-7
O=C(C1CCCN1S(=O)(=O)c1cccc2nsnc12)N1CCN(c2ccccc2)CC1 (stereo not drawn),0.6,4,-1,-11,7,-0.5%,-13%,-15,6
CCCC(=O)Nc1ccc2nc(SCC(=O)N3CCOCC3)sc2c1,-0.2,-7,0,-12,0,2.8%,-6%,4,23
COc1ccc(C2=NN(C(C#N)c3ccc(OC)cc3)C(c3ccccc3)C2)cc1 (stereo not drawn),0.5,-10,-1,/,3,1.6%,3%,6,-2
CCCCCn1c(CN2CCN(C(=O)c3ccco3)CC2)nc2c1c(=O)n(C)c(=O)n2C,3.4,-2,-6,7,1,0.0%,3%,9,19
CCCC12CN3CC(C)(CN(C1)C3c1ccc(CC)cc1)C2=O (stereo not drawn),1.7,-2,2,-36,5,1.5%,-16%,7,0
COc1ccc([C@@H]2CC=C(C(=O)O)[C@H](c3ccccc3)N2S(=O)(=O)c2ccc(C)cc2)cc1OC,-0.4,-14,1,/,0,-0.1%,/,-12,-5
Cc1ccc(NC(=O)N(Cc2ccco2)C(C)c2ccco2)cc1C (stereo not drawn),0.1,-2,-4,-3,5,-1.1%,?,-21,-6
O=C(CCC(=O)OCc1ccc(Cl)cc1)Nc1cccc([N+](=O)[O-])c1,0.2,-2,-6,-1,3,-0.6%,?,-3,-12
C=CCN(CC=C)C(=O)c1ccncc1,1.1,-14,5,7,-1,2.0%,8%,6,-1
COc1ccc(S(=O)(=O)NCC2CCC(C(=O)N3CCC4(CC3)OCCO4)CC2)cc1 (stereo not drawn),0.4,3,-2,-1,0,0.1%,-3%,4,5
CC(C)c1[nH]c(=O)c(C#N)c2c1COC(C)(C)C2,0.2,-1,2,2,3,0.6%,1%,11,-1
Cc1ccc(C)c(NC(=O)c2oc(=O)c3ccccc3c2-c2ccccc2)c1,0.9&0.1,-1&-9,4&3,-7,2&3,4.8%&1.1%,0%&-19%,24&16,13&-10
CCc1ccc(NC(=S)NC2CCN(Cc3ccccc3)CC2)cc1,5.2,-25,-13,10,34*,-0.7%,?,-81*,-1
COc1ccc(C(=O)NC2CCSc3ccccc32)cc1 (stereo not drawn),-2.0,12,-8,-7,6,-2.3%,-15%,-14,-1
O=C(NC(Cc1c[nH]c2ccccc12)C(=O)Nc1ccc(F)c([N+](=O)[O-])c1)c1cccs1 (stereo not drawn),-0.4,-2,-3,-3,2,-0.4%,-11%,14,10
O=S1(=O)CCN(Cc2csc(-c3cccs3)n2)CC1,-0.2,-1,0,-14,-1,-0.3%,-4%,1,-5
COc1ccc(Cl)cc1-c1csc(N)n1,-0.6,-6,-3,-3,9,1.7%,-10%,29,3
Cc1ccc2nc(SCn3nnc4ccccc4c3=O)[nH]c2c1,-0.5,9,14,-11,1,2.8%,-8%,-7,-2
CCn1ccnc1CN(C)C(=O)c1cc(COc2c(F)cccc2F)on1,-0.1,2,5,7,6,0.1%,-6%,-14,-2
CC1=C(C(=O)Nc2ccccc2)C(C(C)C)n2nc(SCc3ccccc3C)nc2N1 (stereo not drawn),0.2,-10,2,/,3,4.9%,-1%,-9,-3
O=C(CN(C(=O)CCC(=O)Nc1nccs1)c1ccccc1F)NCCc1ccccc1,0.7,/,-4,3,0,1.7%,-6%,-7,-1
COc1cc2c(cc1OC)C(COc1ccc([N+](=O)[O-])cc1)N(C(C)=O)CC2 (stereo not drawn),-0.9,9,-3,-4,0,1.4%,-1%,-1,7
CCOC(=O)C1CCN(C2CC(=O)N(c3cccc(Cl)c3)C2=O)CC1 (stereo not drawn),0.1,2,1,-12,-2,-1.5%,-3%,-7,21
Cc1ccc(S(=O)(=O)N2CCN(C(=O)c3cccc(F)c3)CC2)cc1,-0.3,-16,-6,7,0,1.9%,-13%,-7,-3
NC(=O)CSc1ncc2c(n1)-c1ccccc1N(Cc1ccc(Cl)cc1)S2(=O)=O,-0.3,8,-2,1,7,0.3%,-8%,-10,-2
CN(C)c1ccc(C2NCC(CCl)O2)cc1 (stereo not drawn),-0.1,-9,-5,-12,1,0.0%,-17%,-8,-5
Cc1cc(C)n2nc(C(=O)OCC(=O)N3CC(C)CC(C)C3)nc2n1 (stereo not drawn),0.3,-2,-2,-1,2,-0.4%,/,0,1
COc1ccc(CCNS(=O)(=O)c2ccc(F)c(C(=O)Nc3ccc(Cl)cc3)c2)cc1OC,0.3,16,-3,-11,0,0.0%,-6%,-30,-5
COc1ccc(CCNC(=O)c2ccc(OCc3c(C)noc3C)cc2)cc1OC,-0.2,-5,-11,-7,2,-1.2%,/,-10,-1
CC(=O)c1ccc(S(=O)(=O)N(C)CC(=O)NCc2ccco2)cc1,0.6,11,0,-6,1,-3.1%,/,-3,1
COc1ccc(-c2nc(C#N)c(NCc3ccccc3Cl)o2)cc1OC,-1.2,5,-9,-24,1,3.3%,8%,-6,3
CC(C)CNC(=O)c1cccc(NC(=O)C(C)Oc2ccccc2)c1 (stereo not drawn),-0.4,0,1,-8,1,2.1%,-8%,4,-1
O=C(Cc1ccc(Cl)cc1)Nc1ccc2oc(-c3ccccc3F)nc2c1,1.0,-15,-1,/,1,1.7%,-2%,-6,-2
CC(=O)c1cc(-c2ccccc2)n(CC(=O)N2CCC(C)CC2)c1C,-0.4,4,-5,5,-1,1.3%,-2%,-18,0
CCN(Cc1ccccc1)C(=O)CCc1nnc(CCCc2ccccc2)o1,-2.3,-3,3,-8,0,1.8%,-11%,11,4
COc1ccccc1N1CCN(S(=O)(=O)c2c(C)[nH]c(C)c2C(=O)N2CCCCC2)CC1,0.0,-3,-6,-5,1,1.2%,-4%,13,-3
COCCCn1nnnc1SCC(=O)N1CCN(C(=O)c2ccco2)CC1,0.2,1,-3,0,2,-0.4%,0%,-19,-2
COC(=O)C1CCN(S(=O)(=O)c2cc3c4c(c2)C(C)C(=O)N4CCC3)CC1 (stereo not drawn),0.2,13,1,2,0,8.0%,51%[activator],-4,3
Cc1cccc2nc(COc3ccc(-c4ccccc4)cc3)cn12,-0.8,3,-8,/,4,1.2%,-1%,-3,7
Cc1cc(C)nc(SCc2cn3cc(Cl)ccc3n2)n1,-0.3,3,-2,-3,1,2.7%,-4%,-6,-1
COCCN(Cc1cccs1)S(=O)(=O)c1ccc(-c2ccc(=O)[nH]n2)s1,-0.2,-7,2,5,3,2.4%,-18%,-9,8
CC(=O)NC(=S)Nc1ccc2oc(=O)ccc2c1,1.4,-1,1,-11,2,-2.1%,3%,2,8

# Only part of the results is shown (hit frequency here may not be typical).
